Pf gamet viab – inhibitors of late stage P. falciparum gametocyte viability | inhibition, % at 10.9 µM | AID 743093 | actives 0.065% (n = 150,000) | P. falciparum stage V gametocytes, ATP luminescence, 24 h;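 active = inhibition above the mean plus 3 SD of compounds within the control limits, set per campaign, cut at about 38% in these data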;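 note: 0% = DMSO wells and 100% = medium only without gametocytes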
Avidin bead fluor – avidin bead compound fluorescence profile; actives 0.38% (n = 220,000); fluorescence (KMESF) at 10 µM; Avidin beads, compound fluorescence 488/530 nm, flow cytometry; stronger effect = higher value; in the data active = fluorescence above about 47; note: inactives centre near 10
GSH bead fluor – compound fluoresces at 488/530 nm on GSH beads; fluorescence (KMESF) at 10 µM; GSH beads flow cytometry, compound fluorescence 488/530 nm; stronger effect = higher value; AID 1776; actives 0.25% (n = 190,000); in the data active = fluorescence above about 89;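 note: glutathione beads carrying GST-tagged Bcl family fusion proteins plus one bare bead set; values are compound well signal with DMSO vehicle wells as background; inactives centre near 16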
RGS8-Gao – modulates binding of RGS8 to human Galphao; P09471; multiplexed bead flow cytometry; actives lie on both sides; actives 0.34% (n = 220,000); response (percent of control binding), % at 10 µM; in the data active = response below about 60% or above about 140%; inactive = in between;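 note: Galphao activated as the GDP aluminium fluoride complex binding bead-coupled RGS8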
Target sequence (P09471 whole entry, looked up): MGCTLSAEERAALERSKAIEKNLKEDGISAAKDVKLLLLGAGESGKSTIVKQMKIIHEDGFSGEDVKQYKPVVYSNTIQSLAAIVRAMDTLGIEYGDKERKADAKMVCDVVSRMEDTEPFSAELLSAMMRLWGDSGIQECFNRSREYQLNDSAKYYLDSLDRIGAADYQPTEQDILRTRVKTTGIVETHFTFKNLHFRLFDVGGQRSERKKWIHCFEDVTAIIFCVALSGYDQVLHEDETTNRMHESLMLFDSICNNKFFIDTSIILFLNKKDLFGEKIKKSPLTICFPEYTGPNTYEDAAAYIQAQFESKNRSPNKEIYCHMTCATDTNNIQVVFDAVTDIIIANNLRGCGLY
RGS7-Gao reg – modulates binding of RGS7 to human Galphao | P09471 | AID 1439 | actives 0.35% (n = 220,000) | binding response (% of control), % at 10 µM | Multiplexed bead flow cytometry; actives lie on both sides; in the data active = binding response below about 49% or above about 150%; inconclusive = no clear call, values can overlap the other calls; inactive = in between;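 note: fluorescent Galphao held in activated GDP-AlF4 state binding bead-coupled RGS7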
Mcl1 Bid PPI – Mcl-1/Bid interaction inhibition; Q07820; TR-FRET Mcl-1/Bid-Dy647 peptide binding, 1536-well; inhibition, % at 21.7 µM; actives 0.97% (n = 220,000); AID 1021;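 active = compounds that cut the binding signal by more than half at the single screening dose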;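 note: His-tagged Mcl-1 with europium anti-His antibody binding Bid BH3 peptide; 0% = Mcl-1 plus peptide wells and 100% = peptide-only wells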
Target sequence (Q07820 whole entry, looked up): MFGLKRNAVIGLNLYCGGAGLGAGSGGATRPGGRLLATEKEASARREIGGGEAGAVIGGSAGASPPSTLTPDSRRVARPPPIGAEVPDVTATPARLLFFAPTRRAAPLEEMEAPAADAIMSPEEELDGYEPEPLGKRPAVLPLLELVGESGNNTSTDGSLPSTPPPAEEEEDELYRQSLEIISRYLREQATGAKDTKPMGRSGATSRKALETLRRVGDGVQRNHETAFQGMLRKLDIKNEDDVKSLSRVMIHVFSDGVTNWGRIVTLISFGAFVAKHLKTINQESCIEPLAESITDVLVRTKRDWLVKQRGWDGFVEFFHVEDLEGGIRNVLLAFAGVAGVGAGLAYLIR
ABCG2 inh – human ABCG2 inhibition, ABCB1 as counter-screen; Q9UNQ0; IgMXP3 cells, JC-1 efflux, flow cytometry; inhibition, % at 6.6 µM; actives 0.1% (n = 190,000); AID 1325;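 active = inhibition above 80%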;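 note: 0% = DMSO and 100% = nicardipine control wells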
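Test system: IgMXP3 (ABCG2) plus far-red-tagged CCRF-Adr (ABCB1) cells / Amount: 3 million cells/mL in well / Reagent: JC-1 transporter substrate / Timing: 10 min compound exposure, 25 °C / Signal: flow cytometry, 530 nm JC-1 signal / Read-out: percent efflux inhibition, scaled nicardipine 100% to DMSO 0% / Benchmarks: nicardipine as high control, DMSO as low control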
ABCB1 block – inhibitors of human ABCB1 transporter, ABCG2 counter-screen; P08183; CCRF-Adr cells, JC-1 efflux, flow cytometry; inhibition, % at 6.6 µM; actives 0.067% (n = 190,000); AID 1326; in the data active = inhibition above about 40%;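 note: 0% = vehicle and 100% = reference inhibitor; higher value means more JC-1 retained so stronger ABCB1 efflux block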
Mcl-1 Bim block – inhibitors of Bim-Mcl-1 interaction, human; Bead-based flow cytometry, Bim peptide-Mcl-1 binding; inhibition, % at 10 µM; actives 0.1% (n = 190,000); AID 1009; in the data active = inhibition above about 40%;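 note: 0% = no compound tracer wells and 100% = peptide blocker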
RGS4-Gao reg – modulates binding of RGS4 to human Galphao. actives 0.33% (n = 220,000). Multiplexed bead flow cytometry; actives lie on both sides. P09471. binding response (% of control), % at 10 µM; in the data active = binding response below about 49% or above about 150%; inactive = in between;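 note: fluorescent Galphao activated with aluminum fluoride binding bead-coupled RGS4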
Mcl1-Noxa inh – Mcl-1/Noxa interaction inhibition; Q07820; inhibition, % at 21.7 µM; actives 1.5% (n = 220,000); TR-FRET Mcl-1/Noxa peptide binding, 2 h;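 active = compounds that cut the protein-peptide binding signal by more than 50% relative to plate controls in a single-dose test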;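 note: His-tagged Mcl-1 with rhodamine Noxa BH3 peptide and terbium anti-His antibody; 0% = Mcl-1 plus Noxa peptide wells and 100% = peptide-only wells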
An asterisk follows results filed as active; ? = inconclusive; nt = not tested or not shown.

SMILES	Pf gamet viab	Avidin bead fluor	GSH bead fluor	RGS8-Gao	RGS7-Gao reg	Mcl1 Bid PPI	ABCG2 inh	ABCB1 block	Mcl-1 Bim block	RGS4-Gao reg	Mcl1-Noxa inh
COc1ccc2c(C#N)c3ccccn3c2c1	nt	9	17	102	?	-18	8	0.3	0	103	34
Cc1cc(C)c2cccc(NC(=S)NC(=O)c3ccccc3)c2n1	0	12	33	101	99	-7	3	0.6	-4	100	-7
CCC(CO)NCCNC(CC)CO (centres undefined)	nt	10	11	86	61	3	-1	-0.2	1	27*	-16
COc1ccc(NC(C)=O)cc1S(=O)(=O)N1CCN(C/C=C/c2ccccc2)CC1	-8	12	10	100	?	-14	-1	0.2	4	100	1
O=c1ccc(Br)c[nH]1	11	10	10	98	95	-13	0	0.0	-4	96	16
COc1ccc(OC)c(S(=O)(=O)N2C(C)CCCC2C)c1 (centres undefined)	3	31	20	101	105	-8	11	0.2	-3	100	-2
CCc1ccc(NC(=O)c2cc3c(C)nc4ccccc4c3o2)cc1	-2	20	9	101	93	17	-1	-0.4	5	96	20
Cc1ccc(CSc2nncn2-c2ccccn2)cc1	nt	42	18	96	103	3	1	1.2	-1	103	2
O=C(O)Cc1sc(N/N=C\c2ccncc2)nc1-c1ccccc1	2	9	nt	99	?	-76	nt	nt	nt	98	15
CCCCC(=O)Nc1cccc(-c2nn3c(C)nnc3s2)c1	nt	17	43	102	101	-16	4	0.2	0	102	8
Cc1nc2cc(NCc3ccccc3O)ccc2n1Cc1ccccc1	nt	6	9	104	106	-65	6	2.2	-2	104	2
COc1ccc(CCNC(=O)CSc2nc(O)cc(=O)[nH]2)cc1OC	-11	7	nt	100	?	-101	nt	nt	nt	103	13
CCCCOc1ccc(C(=O)Nc2cc(C)c(OCC(=O)N3CCOCC3)c(C)c2)cc1	9	7	20	106	106	-1	27	1.9	-3	106	11
CCN(CC)CCCN1C(=O)C(=O)/C(=C(/O)c2ccc3c(c2)OCCO3)C1c1ccco1 (centres undefined)	10	12	28	100	98	-7	1	0.4	-1	104	6
CC(C)C[C@H](NC(=O)NCCC1=CCCCC1)C(=O)O	-4	7	nt	105	?	-23	nt	nt	nt	101	6
CCOC(=O)CN1C(=O)C(CC)Oc2ccc(Cl)cc21 (centres undefined)	nt	18	24	103	105	-7	0	0.3	0	104	21
CN(C)S(=O)(=O)N(CC(=O)Nc1ccc2ccccc2c1)c1ccccc1	-24	21	13	107	105	-6	0	0.4	-3	105	2
Cc1ccc(C)c(NC(=S)N(C)C)c1	-19	4	nt	97	?	-23	nt	nt	nt	98	-7
CCn1cc(C(=O)NCc2ccc3c(c2)OCO3)c(=O)c2cc(S(=O)(=O)N(C)C)ccc21	-3	11	22	102	101	2	-10	-0.6	-7	101	8
CC1SC2(NC1=O)C1CC3CC(C1)CC2C3 (centres undefined)	-7	14	15	101	102	0	2	0.9	0	102	14

Printed as active in RGS4-Gao reg, among the entries above:
Structure,Avidin bead fluor,GSH bead fluor,RGS8-Gao,RGS7-Gao reg,Mcl1 Bid PPI,Mcl-1 Bim block,RGS4-Gao reg,Mcl1-Noxa inh
CCC(CO)NCCNC(CC)CO (centres undefined),10,11,86,61,3,1,27*,-16

Remaining list, next part
SMILES	Pf gamet viab	Avidin bead fluor	GSH bead fluor	RGS8-Gao	RGS7-Gao reg	Mcl1 Bid PPI	ABCG2 inh	ABCB1 block	Mcl-1 Bim block	RGS4-Gao reg	Mcl1-Noxa inh
CC(=O)c1c(C)nc2cc(Cl)ccc2c1N	-20	15	17	100	99	-3	3	0.7	0	100	10
Cc1nn2cnc3sc4c(c3c2nc1=O)CCCC4	nt	22	13	101	99	-20	0	0.0	0	102	15
O=C(Cn1c(SCc2ccccc2)nc2ccccc21)N1CCOCC1	-9	34	19	103	103	-9	0	0.0	0	103	-1
CC1CCN(C(=O)Cn2cc(C#N)c3ccccc32)CC1	nt	30	23	102	108	-6	2	0.7	-1	103	5
COc1ccc2c(c1)CC/C2=N\OC(=O)c1ccccc1C	4	8	12	103	101	-7	2	0.6	0	101	11
CCCN1CCC(NC(=O)CCc2nnc(Cc3cc(OC)ccc3OC)o2)CC1	-21	31	12	103	127	0	2	1.7	-1	109	7
CCOC(=O)CCC(=O)N1CCOCCOCCOCC1	nt	37	18	100	102	-2	2	0.6	-2	102	-2
C(=N/Nc1nc(-c2ccccc2)cc(-c2ccccc2)n1)/c1cccnc1	24	12	13	100	101	15	2	1.3	-2	103	14
CCN(CC)c1nc2ccccc2nc1C(C#N)C(=O)NCCc1ccccc1 (centres undefined)	-13	33	25	99	99	-10	10	2.1	-5	103	-6
O=C(COC(=O)c1cccnc1)Nc1cccc(Cl)c1	5	11	30	100	92	1	6	0.7	-3	97	-3
CN1CCN(C(=O)C23CCC(C)(c4nc5ccccc5nc42)C3(C)C)CC1 (centres undefined)	26	12	26	101	101	8	0	1.2	0	102	-10
O=C(COc1ccccc1)NC(NC(=S)Nc1ccccc1C(=O)O)C(Cl)(Cl)Cl (centres undefined)	1	36	10	98	100	10	1	0.1	1	101	14
Cc1cccc(C2CC(c3ccccc3)Nc3nc(N)nn32)c1 (centres undefined)	nt	6	13	101	101	-42	2	0.4	2	100	-12
COc1ccc(-c2coc3c(CN4CCCCC4)c(O)c(CN4CCCCC4)c(O)c3c2=O)cc1	nt	13	43	131	134	-28	5	0.6	0	137	4
COc1cccc(/C=C/C(=O)OCC(=O)Nc2ccc(Cl)cn2)c1	nt	9	16	101	101	-4	2	0.6	2	100	-7
O=C(COc1cccc2c1CCN(Cc1ccc(Cl)cc1)C2=O)N1CCOCC1	14	9	24	101	92	-17	8	2.5	-2	100	12
COc1ccc(C(=O)n2nc(C)c(Br)c2C)cc1	-4	8	5	101	98	16	3	0.5	-4	97	85*
O=C(Cn1c(-c2ccccc2)c[n+]2ccsc12)c1ccc([N+](=O)[O-])cc1	nt	7	13	99	96	-34	0	0.0	1	96	-5
Cn1c(N/N=C/c2cc3ccccc3nc2Cl)nc2ccccc21	6	3	10	91	104	-52	-3	-0.3	-2	105	-3
CCOc1ccccc1NC(=O)CSc1nnnn1-c1ccccc1	16	8	33	100	104	-3	50	4.3	-2	98	22

Next section (7 carried over from the part before).
SMILES	Pf gamet viab	Avidin bead fluor	GSH bead fluor	RGS8-Gao	RGS7-Gao reg	Mcl1 Bid PPI	ABCG2 inh	ABCB1 block	Mcl-1 Bim block	RGS4-Gao reg	Mcl1-Noxa inh
COc1ccc(-c2coc3c(CN4CCCCC4)c(O)c(CN4CCCCC4)c(O)c3c2=O)cc1	nt	13	43	131	134	-28	5	0.6	0	137	4
COc1cccc(/C=C/C(=O)OCC(=O)Nc2ccc(Cl)cn2)c1	nt	9	16	101	101	-4	2	0.6	2	100	-7
O=C(COc1cccc2c1CCN(Cc1ccc(Cl)cc1)C2=O)N1CCOCC1	14	9	24	101	92	-17	8	2.5	-2	100	12
COc1ccc(C(=O)n2nc(C)c(Br)c2C)cc1	-4	8	5	101	98	16	3	0.5	-4	97	85*
O=C(Cn1c(-c2ccccc2)c[n+]2ccsc12)c1ccc([N+](=O)[O-])cc1	nt	7	13	99	96	-34	0	0.0	1	96	-5
Cn1c(N/N=C/c2cc3ccccc3nc2Cl)nc2ccccc21	6	3	10	91	104	-52	-3	-0.3	-2	105	-3
CCOc1ccccc1NC(=O)CSc1nnnn1-c1ccccc1	16	8	33	100	104	-3	50	4.3	-2	98	22
COc1ccc(/C=C/C(=O)O)cc1S(=O)(=O)Nc1ccc2c(c1)OCO2	1	15	nt	101	?	-34	nt	nt	nt	107	-11
C/C(=N\NC(=O)c1ccc(CN2CCOCC2)cc1)c1cccc([N+](=O)[O-])c1	9	3	5	104	100	-18	1	-0.1	-1	105	-9
NC(=O)C1=C[C@H](c2ccc3c(c2)OCO3)C[C@H](OCc2ccc(CO)cc2)O1	-32	6	19	92	86	-1	1	0.7	0	89	-9
COC(=O)c1ccc(N=NN2CCCCC2)cc1	2	9	8	100	98	6	3	0.6	0	101	6
CC(=O)NC1CC2CCCC(C1)N2S(=O)(=O)c1ccccc1 (centres undefined)	nt	23	25	104	101	0	1	0.1	-1	107	1
O=C(NCCN1C(=O)S/C(=C\c2cccnc2)C1=O)C1CC(=O)N(Cc2ccco2)C1 (centres undefined)	-3	15	11	102	101	-1	1	0.5	-1	104	15
Cc1cc(=O)[nH]c(N/N=C/c2ccc(C)o2)n1	5	5	20	102	94	-5	-1	-0.5	0	99	15
O=C(Nc1nnc(N2CCCCCC2)s1)c1cc(-c2ccc(Br)cc2)on1	nt	6	13	101	102	-34	1	0.3	1	101	6
O=C(COC(=O)c1ccc(OC(F)F)cc1)NCCCN1CCCC1=O	-15	6	nt	100	?	16	nt	nt	nt	101	2
CSCC[C@H](NC(=O)NCCC1=CCCCC1)C(=O)O	nt	23	53	100	99	-82	1	0.5	3	97	10
N#Cc1ccccc1N=C1CCCN1Cc1ccccc1	2	13	9	99	96	-11	2	0.7	-2	102	-9
Cc1ccc(C)c(N2CCN(C(=O)C34CC5CC(C3)CC(n3nnc(C)n3)(C5)C4)CC2)c1	-6	6	nt	105	?	-15	nt	nt	nt	105	-2
Cc1cc(C)n(-c2nnc(C)n2NC(=O)c2cccc(Cl)c2)n1	nt	17	19	79	94	7	1	0.3	1	93	8
CCOC(=O)C1=C(c2ccccc2)Nc2ncnn2C1c1ccccn1 (centres undefined)	2	13	10	100	107	-20	0	0.1	-1	105	-2
Cc1ccc(/C=C/C(=O)N2CCCN(C(=O)/C=C/c3ccc(C)cc3)CC2)cc1	-18	11	11	103	104	2	29	2.0	-6	101	6
O=C1CC(=O)N(CCc2ccc(F)cc2)C(=O)N1	-8	17	29	101	100	-7	3	0.8	-5	102	4
CP(=O)(Nc1cc(Cl)ccc1Cl)c1nc2c(s1)CCCC2 (centres undefined)	14	6	nt	103	?	-60	nt	nt	nt	103	-5
CCC(Sc1nc2n[nH]c(C)c2c(=N)n1-c1cccc(Cl)c1)C(=O)NCCOC (centres undefined)	12	13	8	101	101	-17	6	0.4	2	101	14
CCOC(=O)c1sc(=S)n(CC)c1N	nt	20	21	100	100	-86	5	0.7	-1	103	3
C/C(=N\NC(=O)C(C)Oc1ccc([N+](=O)[O-])cc1)c1ccccn1 (centres undefined)	-18	8	20	98	100	-37	1	0.2	2	100	-72

Sorted by value in GSH bead fluor (descending): three from the list above.
structure	Avidin bead fluor	GSH bead fluor	RGS8-Gao	RGS7-Gao reg	Mcl1 Bid PPI	Mcl-1 Bim block	RGS4-Gao reg	Mcl1-Noxa inh
C/C(=N\NC(=O)C(C)Oc1ccc([N+](=O)[O-])cc1)c1ccccn1 (centres undefined)	8	20	98	100	-37	2	100	-72
Cc1cc(C)n(-c2nnc(C)n2NC(=O)c2cccc(Cl)c2)n1	17	19	79	94	7	1	93	8
CCC(Sc1nc2n[nH]c(C)c2c(=N)n1-c1cccc(Cl)c1)C(=O)NCCOC (centres undefined)	13	8	101	101	-17	2	101	14
